From PubChem BioAssay
LmPK inhibitor: qHTS Assay for Inhibitors of Leishmania Mexicana Pyruvate Kinase (LmPK). Q27686. hit rate 0.37% among 290,000. Potency, µM (titrated, usually from 57.5 µM), for inactives: at the top dose activity change, negative = inhibition, usual class: inhibitors. purified LmPK, Kinase-Glo ATP luminescence, 1 h; further: potency means the concentration at half of the fitted maximal effect
Target sequence (Q27686 whole entry, looked up): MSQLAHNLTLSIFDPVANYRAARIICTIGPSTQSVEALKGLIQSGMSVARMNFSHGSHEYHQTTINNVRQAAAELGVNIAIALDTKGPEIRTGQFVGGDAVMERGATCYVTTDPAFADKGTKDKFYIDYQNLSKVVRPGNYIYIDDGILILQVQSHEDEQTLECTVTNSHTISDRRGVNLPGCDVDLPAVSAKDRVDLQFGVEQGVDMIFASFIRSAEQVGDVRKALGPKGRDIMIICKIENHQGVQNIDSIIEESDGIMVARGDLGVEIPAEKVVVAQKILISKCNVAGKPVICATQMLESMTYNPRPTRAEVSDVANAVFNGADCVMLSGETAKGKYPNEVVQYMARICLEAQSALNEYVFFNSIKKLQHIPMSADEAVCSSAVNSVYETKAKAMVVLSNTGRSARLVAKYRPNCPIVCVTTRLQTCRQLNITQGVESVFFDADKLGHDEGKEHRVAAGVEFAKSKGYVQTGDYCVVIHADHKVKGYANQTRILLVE
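In 50 mM imidazole pH 7.2 with 7 mM MgCl2, LmPK (0.1 nM) turned over PEP (0.5 mM) and ADP (0.1 mM) for 1 h at room temperature. Luciferase read-out of ATP.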
AmpC no deterg: qHTS Inhibitors of AmpC Beta-Lactamase (assay without detergent) | P00811 | AmpC nitrocefin hydrolysis, absorbance 480 nm, 0.0001% Triton | Potency, µM (doses to about 57.1 µM), without a hit: at the top dose activity change, negative = inhibition, usual class: inhibitors | hit rate 0.52% among 330,000 | AID 485341, 2010;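 further: potency means the concentration at half of the fitted maximal effect; plate controls were no compound for no effect and no enzyme for full effect; nearly all actives have a fitted effect of over 20% in size; some results filed as inactive show a strong effect at the top dose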
Target sequence (P00811 whole entry, looked up): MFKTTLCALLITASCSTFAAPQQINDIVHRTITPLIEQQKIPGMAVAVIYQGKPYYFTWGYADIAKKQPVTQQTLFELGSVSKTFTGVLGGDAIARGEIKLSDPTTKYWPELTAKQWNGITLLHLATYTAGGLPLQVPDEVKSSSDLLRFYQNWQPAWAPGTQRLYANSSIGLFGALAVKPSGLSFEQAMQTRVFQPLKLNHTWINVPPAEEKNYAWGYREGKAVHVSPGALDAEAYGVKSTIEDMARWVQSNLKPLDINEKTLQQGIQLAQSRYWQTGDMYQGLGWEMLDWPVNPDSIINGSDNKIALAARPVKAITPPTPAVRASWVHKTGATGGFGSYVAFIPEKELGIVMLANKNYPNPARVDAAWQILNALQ
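20 mM phosphate pH 7.0 + 0.01% (detergent screen) or 0.0001% Triton X-100; 5.3 nM AmpC reagent; cpd preinc 15 min RT; nitrocefin (800 uM stock) to start; A480 q20 s × 4 min; Activity was normalised to no-enzyme and no-compound control wells.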
AmpC detergent: qHTS Inhibitors of AmpC Beta-Lactamase (assay with detergent); Potency, µM (top dose mostly 114 µM), for inactives: top-dose activity change, negative = inhibition, most hits filed as inhibitors; AID 485294, 2010; hit rate 0.041% among 370,000; P00811; AmpC hydrolysis of nitrocefin, absorbance 480 nm, 0.01% Triton;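 further: potency means the concentration at half of the fitted maximal effect; 0% = no-compound wells and -100% = no-enzyme wells; nearly all actives have a fitted effect of over 25% in size; some results filed as inactive show a strong effect at the top dose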
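20 mM phosphate pH 7.0 + 0.01% (detergent screen) or 0.0001% Triton X-100; 5.3 nM AmpC reagent; cpd preinc 15 min RT; nitrocefin (800 uM stock) to start; A480 q20 s × 4 min; Activity was normalised to no-enzyme and no-compound control wells.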
HCMV inh: qHTS Assay for inhibitors of the human cytomegalovirus (HCMV); AID 1259415, 2018; hit rate 4.5% among 410,000; activity change, negative = inhibition, % at 57.5 µM; HFF cells, HCMV-luciferase reporter, 72 h; stronger effect = lower value; in the data active means activity change below about -60%; inconclusive means no clear call, values can overlap the other calls; inactive means above about -39%
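Human foreskin fibroblasts infected with luciferase-reporter HCMV at MOI 1 PFU/cell, compounds at two doses. Luciferase measured 72 h post infection; normalized to buffer-only basal and Salinomycin (10uM) controls.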
AMA1 RON2 block: qHTS for Inhibitors of AMA1-RON; Towards Development of Antimalarial Drug Lead: Primary Screen; AlphaScreen AMA1-biotinylated RON2 peptide binding; Potency, µM (titrated, usually from 58.2 µM), for the others: at the highest dose activity change, negative = inhibition, usual class: inhibitors; hit rate 0.2% among 360,000; AID 720542, 2013;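 further: potency means the concentration at half of the fitted maximal effect; 0% = vehicle wells and -100% = peptide control; nearly all actives have a fitted effect of over 45% in size; some results filed as inactive show a strong effect at the top dose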
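AMA1 (3D7) with his tag at 25 nM final met compounds first, then biotinylated RON2 peptide at 25 nM; detection used donor plus acceptor beads, 10 µg/mL apiece, read by AlphaScreen after 30 min at room temperature.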
TbPYK inhibitor: qHTS of Trypanosoma Brucei Inhibitors; pyruvate kinase (Trypanosoma brucei), Q57TT1; TbPYK enzyme, Kinase-Glo Plus ATP luminescence, 45 min; Potency, µM (highest dose often 76.8 µM), without a hit: at the top dose activity, negative = inhibition, most hits filed as inhibitors; hit rate 0.12% among 410,000; AID 624173, 2012; further: potency means the concentration at half of the fitted maximal effect; nearly all actives have a fitted effect of over 50% in size
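Quantitative HTS: titrated library compounds versus trypanosomal pyruvate kinase in TEA buffer (pH 7.2) containing KCl, MgCl2, BSA and Tween-20. Reactions were initiated with ADP, 130 uM final. Kinase-Glo Plus luminescence was read after 45 min at RT.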
Sm TGR block: qHTS Assay for the Inhibitors of Schistosoma Mansoni Peroxiredoxins; Potency, µM (titrated, usually from 114 µM), without a hit: top-dose activity change, negative = inhibition, hits mostly inhibitors; Schistosoma mansoni thioredoxin glutathione reductase (TGR), Q962Y6; purified TGR, DTNB reduction, TNB absorbance 405 nm; hit rate 3% among 360,000; AID 485364, 2010; further: potency means the concentration at half of the fitted maximal effect; nearly all actives have a fitted effect of over 60% in size
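First, TGR (20 nM dispensed) and NADPH were mixed with compound. Second, a 15 min room-temperature incubation followed. Third, further NADPH and then DTNB were added to start the reaction. Finally, TNB absorbance was monitored kinetically.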
Starred values were filed as active, the others as inactive; [ ] = dose if it differs, or a comment. Unless noted, the call rests on the fitted dose curve; in most records, active means well fitted curve in the direction sought with a large enough effect; inconclusive means small, poorly fitted or top-dose-only effect, or another doubt; inactive means no such curve, though single readings can be large; an effect the other way counts as inactive or inconclusive. Unless noted, on the % scale 0 is the no-effect control and ±100 the full control effect.

Results for COc1ccc(CN2C(=O)c3cccnc3C2=O)cc1S(=O)(=O)N(C)c1cccc(C)c1 ?
LmPK inhibitor: 0%; AmpC no deterg: 60%; AmpC detergent: -7%; HCMV inh: -36; AMA1 RON2 block: 23%; TbPYK inhibitor: -2%; Sm TGR block: -2%

How did COc1cc(/C=C2/C(=N)N3N=C(CC(=O)N4CCOCC4)SC3=NC2=O)ccc1OCc1ccccc1F do in these assays?
LmPK inhibitor: 2%; AmpC no deterg: -31%; AmpC detergent: -7%; AMA1 RON2 block: 22%; TbPYK inhibitor: 1%; Sm TGR block: 1%

Results for CCCOc1ccccc1N1C(=O)CC(N(O)c2ccccc2)C1=O (stereo not given) ?
LmPK inhibitor: 6%; AmpC no deterg: 10%; AmpC detergent: 1%; HCMV inh: -40; AMA1 RON2 block: -8%; TbPYK inhibitor: 0%; Sm TGR block: -14%

How did CCOC(=O)N1CCC(NC(=O)c2cc3sccc3n2CC)CC1 do in these assays?
LmPK inhibitor: 2%; AmpC no deterg: 35%; AmpC detergent: -6%; HCMV inh: -8; AMA1 RON2 block: 6%; TbPYK inhibitor: -4%; Sm TGR block: -3%

What do the screens show for `O=C(Nc1cccc(NC(=O)c2ccco2)c1)c1ccc2c(c1)OCCO2`?
LmPK inhibitor: -21%; AmpC no deterg: -44%; AmpC detergent: inconclusive; HCMV inh: inconclusive; AMA1 RON2 block: -11%; TbPYK inhibitor: -6%

What do the screens show for `CCCN(CC1CC1)C(=S)NC(=O)c1ccccc1C`?
HCMV inh: -11; AMA1 RON2 block: 110%[activator]; TbPYK inhibitor: -4%

What do the screens show for `Cc1csc(NC(=O)CSc2nnc(Cc3cccn3C)n2-c2ccc(F)cc2)n1`?
LmPK inhibitor: 4%; AmpC no deterg: 85%[activator]; AmpC detergent: inconclusive; HCMV inh: 3; AMA1 RON2 block: 2%; TbPYK inhibitor: 1%; Sm TGR block: inconclusive

How did CCN(CCNC(=O)C1CCN(S(=O)(=O)c2c(C)noc2C)CC1)c1ccccc1 do in these assays?
LmPK inhibitor: 0%; AmpC no deterg: 69%[activator]; AmpC detergent: 6%; HCMV inh: -20; AMA1 RON2 block: 6%; TbPYK inhibitor: 4%; Sm TGR block: -4%

How did COc1cc(NC(=O)c2ccco2)ccc1NC(=O)c1ccccc1Cl do in these assays?
LmPK inhibitor: 4%; AmpC no deterg: -30%; AmpC detergent: -7%; HCMV inh: inconclusive; AMA1 RON2 block: 11%; TbPYK inhibitor: 34%[activator]; Sm TGR block: -19%

What do the screens show for `Cc1cc(SCCC(=O)O)nc2c(C)cccc12`?
LmPK inhibitor: 8%; AmpC no deterg: -22%; AmpC detergent: inconclusive; HCMV inh: 13; AMA1 RON2 block: -2%; TbPYK inhibitor: -20%; Sm TGR block: -3%

How did c1ccc(-c2nccc(-c3ccco3)n2)nc1 do in these assays?
LmPK inhibitor: -6%; AmpC no deterg: -9%; AmpC detergent: -3%; HCMV inh: inconclusive; AMA1 RON2 block: 48%[activator]; TbPYK inhibitor: -1%; Sm TGR block: -19%

How did COc1cccc(-n2c(=O)c3sccc3n(Cc3cc(=O)n4cc(Cl)ccc4n3)c2=O)c1 do in these assays?
AmpC detergent: 0%; HCMV inh: -12; TbPYK inhibitor: -8%; Sm TGR block: -1%

How did O=C(NN1CCOCC1)c1cccc2ccccc12 do in these assays?
LmPK inhibitor: 5%; AmpC no deterg: -12%; AmpC detergent: -6%; HCMV inh: 9; AMA1 RON2 block: 13%; TbPYK inhibitor: inconclusive; Sm TGR block: -1%

Results for CCCc1c(C(=O)NNc2ccccc2OC)cnn1-c1ccccc1 ?
LmPK inhibitor: -3%; AmpC no deterg: -2%; AmpC detergent: -2%; HCMV inh: 33; AMA1 RON2 block: inconclusive; TbPYK inhibitor: -1%; Sm TGR block: -33%

What do the screens show for `COC(=O)C(C#N)c1nc2ccccc2nc1N1CCN(Cc2ccc3c(c2)OCO3)CC1` (stereo not given)?
LmPK inhibitor: 1%; AmpC no deterg: -11%; AmpC detergent: inconclusive; Sm TGR block: 5%

How did COc1ccc(NS(=O)(=O)c2cc(C(=O)N(C)CCc3ccccn3)ccc2Cl)cc1 do in these assays?
HCMV inh: 13; AMA1 RON2 block: 5%; TbPYK inhibitor: 1%

How did CSC(=N/N=C(\N)c1cnccn1)SC do in these assays?
LmPK inhibitor: -3%; AmpC no deterg: 0%; AmpC detergent: -19%; HCMV inh: -36; AMA1 RON2 block: 3%; TbPYK inhibitor: -12%; Sm TGR block: -1%

Results for CC(C)(C)OC(=O)N1CCC(C(N)=O)CC1 ?
LmPK inhibitor: -4%; AmpC no deterg: -13%; AmpC detergent: inconclusive; HCMV inh: -27; AMA1 RON2 block: 7%; TbPYK inhibitor: 2%; Sm TGR block: 0%

How did Nc1ccc(Cl)c(Cl)c1 do in these assays?
HCMV inh: -1; AMA1 RON2 block: 0%; TbPYK inhibitor: -4%

What do the screens show for `N#Cc1nc(Nc2cccc(Cl)c2)c2ncn(C3CCCC3)c2n1`?
AmpC no deterg: -14%; AmpC detergent: 8%; HCMV inh: -87*; TbPYK inhibitor: -5%; Sm TGR block: 1%

Looked up by compound from above:
How did CSC(=N/N=C(\N)c1cnccn1)SC do in these assays?
LmPK inhibitor: -3%; AmpC no deterg: 0%; AmpC detergent: -19%; HCMV inh: -36; AMA1 RON2 block: 3%; TbPYK inhibitor: -12%; Sm TGR block: -1%

How did COc1cccc(-n2c(=O)c3sccc3n(Cc3cc(=O)n4cc(Cl)ccc4n3)c2=O)c1 do in these assays?
AmpC detergent: 0%; HCMV inh: -12; TbPYK inhibitor: -8%; Sm TGR block: -1%

How did c1ccc(-c2nccc(-c3ccco3)n2)nc1 do in these assays?
LmPK inhibitor: -6%; AmpC no deterg: -9%; AmpC detergent: -3%; HCMV inh: inconclusive; AMA1 RON2 block: 48%[activator]; TbPYK inhibitor: -1%; Sm TGR block: -19%

Next records follow:
What do the screens show for `Cc1ccc(S(=O)(=O)NCC(=O)Nc2ccc(C(F)(F)F)cc2)cc1`?
LmPK inhibitor: 1%; AmpC no deterg: -20%; AmpC detergent: -7%; HCMV inh: 18; AMA1 RON2 block: -4%; TbPYK inhibitor: -2%; Sm TGR block: -9%

Results for O=c1ccc(N=Nc2ccccc2)ccc1O ?
LmPK inhibitor: inconclusive; AmpC no deterg: inconclusive; AmpC detergent: -2%; HCMV inh: 54; AMA1 RON2 block: 0%; TbPYK inhibitor: inconclusive; Sm TGR block: -3%

How did Cc1cccc(NC(=O)c2ccc([N+](=O)[O-])s2)c1C do in these assays?
LmPK inhibitor: 5%; AmpC no deterg: -9%; AmpC detergent: -2%; HCMV inh: -66*; AMA1 RON2 block: -7%; TbPYK inhibitor: -9%; Sm TGR block: -4%

What do the screens show for `Cc1cccc(NS(=O)(=O)c2ccc3c(c2)C(C)(C)C(=O)N3C)c1`?
AmpC detergent: 3%; HCMV inh: 0; TbPYK inhibitor: 9%[15.4 µM]; Sm TGR block: -2%

What do the screens show for `O=C(CSc1oc(-c2ccco2)nc1S(=O)(=O)c1ccccc1)NCC1CCCO1` (stereo not given)?
LmPK inhibitor: 0%; AmpC no deterg: -11%; AmpC detergent: -4%; HCMV inh: -35; AMA1 RON2 block: -7%; TbPYK inhibitor: -6%; Sm TGR block: 16µM*

What do the screens show for `Cc1cc(C)cc(NC(=O)c2ccc([N+](=O)[O-])o2)c1`?
LmPK inhibitor: 0%; AmpC no deterg: -22%; AmpC detergent: -18%; HCMV inh: -34; AMA1 RON2 block: -6%; TbPYK inhibitor: -1%; Sm TGR block: 35µM*

Results for Cc1cccc(C(=O)OCC(=O)N2CCCC2=O)c1[N+](=O)[O-] ?
AmpC no deterg: -10%; AmpC detergent: -1%; HCMV inh: -20; AMA1 RON2 block: 2%; TbPYK inhibitor: 2%; Sm TGR block: 2%

What do the screens show for `COc1ccc(S(=O)(=O)NCCc2c[nH]c3ccccc23)cc1OC`?
LmPK inhibitor: 4%; AmpC no deterg: -20%; AmpC detergent: 1%; AMA1 RON2 block: -5%; TbPYK inhibitor: 3%; Sm TGR block: 9%

What do the screens show for `CCCn1c(=O)c(C(=O)NNS(=O)(=O)c2ccc(Cl)cc2)c(O)c2ccccc21`?
LmPK inhibitor: 4%; AmpC no deterg: -50%; AmpC detergent: -18%; HCMV inh: 6; AMA1 RON2 block: 91%[activator]; TbPYK inhibitor: 6%; Sm TGR block: -10%

Results for COc1ccc(N=C2S/C(=C\c3ccc(Cl)c([N+](=O)[O-])c3)C(=O)N2CCN(C)C)cc1 ?
LmPK inhibitor: -2%; AmpC no deterg: 156%[activator]; AmpC detergent: -11%; HCMV inh: -39; AMA1 RON2 block: 14µM*; TbPYK inhibitor: -4%; Sm TGR block: 0%

What do the screens show for `CC(C)(C)c1ccc(C(=O)O/N=C(\N)c2ccccc2)cc1`?
LmPK inhibitor: -6%; AmpC no deterg: -26%; AmpC detergent: -6%; HCMV inh: -94*; AMA1 RON2 block: 0%; TbPYK inhibitor: -3%; Sm TGR block: -8%

Results for COc1ccc(OC)c(NC(=O)CSc2nnc(C3CCCCC3)o2)c1 ?
LmPK inhibitor: -3%; AmpC no deterg: 21%; AmpC detergent: 7%; HCMV inh: 9; AMA1 RON2 block: -4%; TbPYK inhibitor: 2%

How did O=C(NCCC1=CCCCC1)C1CCCN(S(=O)(=O)c2cccnc2)C1 (stereo not given) do in these assays?
LmPK inhibitor: 14%; AmpC no deterg: 25%; AmpC detergent: -7%; HCMV inh: 5; AMA1 RON2 block: 7%; TbPYK inhibitor: -2%; Sm TGR block: -15%

How did O=S1(=O)C[C@H]2NC(=S)N(c3ccccc3)[C@H]2C1 do in these assays?
LmPK inhibitor: -1%; AmpC no deterg: -22%; AmpC detergent: 0%; HCMV inh: -24; AMA1 RON2 block: -1%; TbPYK inhibitor: 1%; Sm TGR block: -9%
